APEX1 inh = qHTS Assay for Inhibitors of the Human Apurinic/apyrimidinic Endonuclease 1 (APE1); DNA repair nuclease/redox regulator APEX1 (Homo sapiens), P27695; AID 2517, 2012; actives 0.35% (n = 350,000); recombinant APE1, TAMRA/BHQ-2 abasic DNA cleavage fluorescence; Potency, µM (series often up to 65.8 µM), without a hit: at the top dose activity change, negative = inhibition, most hits filed as inhibitors;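 further: potency means the concentration at half of the fitted maximal effect; plate controls were vehicle for no effect and reference inhibitor for full effect; nearly all actives have a fitted effect of over 55% in size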
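Compound pre-exposure to 0.75 nM APE1, 15 min at ambient temperature. Reaction initiated with 50 nM TAMRA/BHQ-2 THF substrate, read immediately in kinetic mode, 525 nm excitation, 598 nm emission.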
BLM helicase inh = qHTS Assay for Inhibitors of Bloom's syndrome helicase (BLM). RecQ-like DNA helicase BLM (Homo sapiens), P54132. recombinant BLM DNA unwinding, fluorescence dequenching. Potency, µM (doses to about 56.1 µM), inactives show at the top dose activity change, negative = inhibition, most hits filed as inhibitors. actives 0.2% (n = 350,000). AID 2528, 2010;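 further: potency means the concentration at half of the fitted maximal effect; plate controls were vehicle for no effect and no enzyme for full effect; nearly all actives have a fitted effect of over 35% in size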
Target sequence (P54132 whole entry, looked up): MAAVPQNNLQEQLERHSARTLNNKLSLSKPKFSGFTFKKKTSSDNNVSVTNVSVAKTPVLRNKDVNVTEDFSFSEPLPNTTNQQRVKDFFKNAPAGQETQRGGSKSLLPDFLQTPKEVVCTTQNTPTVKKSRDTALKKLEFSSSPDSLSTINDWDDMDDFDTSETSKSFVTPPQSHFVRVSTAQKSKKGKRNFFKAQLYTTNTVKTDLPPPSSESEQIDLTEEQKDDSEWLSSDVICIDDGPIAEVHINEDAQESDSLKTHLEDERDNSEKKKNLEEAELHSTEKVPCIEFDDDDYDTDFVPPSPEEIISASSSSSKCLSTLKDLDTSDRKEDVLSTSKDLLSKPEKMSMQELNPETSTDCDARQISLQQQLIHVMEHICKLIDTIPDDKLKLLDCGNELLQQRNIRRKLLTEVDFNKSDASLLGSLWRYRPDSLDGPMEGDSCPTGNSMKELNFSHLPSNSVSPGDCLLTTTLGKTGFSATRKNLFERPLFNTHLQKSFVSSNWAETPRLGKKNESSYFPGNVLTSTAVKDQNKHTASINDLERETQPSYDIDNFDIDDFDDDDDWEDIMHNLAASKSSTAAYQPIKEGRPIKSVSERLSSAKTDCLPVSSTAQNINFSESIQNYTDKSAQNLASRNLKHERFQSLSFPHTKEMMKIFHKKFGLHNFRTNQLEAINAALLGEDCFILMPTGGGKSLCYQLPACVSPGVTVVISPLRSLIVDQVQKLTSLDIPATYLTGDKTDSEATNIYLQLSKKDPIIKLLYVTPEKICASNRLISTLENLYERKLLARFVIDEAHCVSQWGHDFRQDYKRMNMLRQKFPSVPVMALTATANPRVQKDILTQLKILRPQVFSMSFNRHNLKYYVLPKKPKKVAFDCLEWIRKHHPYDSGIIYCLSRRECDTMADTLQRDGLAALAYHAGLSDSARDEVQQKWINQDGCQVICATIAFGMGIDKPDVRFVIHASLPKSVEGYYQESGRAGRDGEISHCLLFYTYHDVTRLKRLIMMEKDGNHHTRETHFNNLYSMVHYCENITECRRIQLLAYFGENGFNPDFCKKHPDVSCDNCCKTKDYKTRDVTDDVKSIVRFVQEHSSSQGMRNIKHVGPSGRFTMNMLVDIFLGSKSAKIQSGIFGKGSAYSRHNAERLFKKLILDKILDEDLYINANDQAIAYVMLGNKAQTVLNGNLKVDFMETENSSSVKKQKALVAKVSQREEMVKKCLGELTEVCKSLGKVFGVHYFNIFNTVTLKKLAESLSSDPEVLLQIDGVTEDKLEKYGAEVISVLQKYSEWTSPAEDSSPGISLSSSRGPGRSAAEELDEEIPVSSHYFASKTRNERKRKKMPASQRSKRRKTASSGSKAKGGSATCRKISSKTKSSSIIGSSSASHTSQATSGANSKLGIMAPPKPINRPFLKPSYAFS
POLH inh = qHTS for Inhibitors of Polymerase Eta; DNA polymerase eta (Homo sapiens), Q9Y253; recombinant Pol eta, fluorescent DNA replication assay; Potency, µM (doses to about 114 µM), for the others: top-dose activity change, negative = inhibition, usual class: inhibitors; actives 1.2% (n = 390,000); further: potency means the concentration at half of the fitted maximal effect; on the % scale 0 is the no-effect control and ±100 the full control effect
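Pol eta (10 nM) was preincubated with compounds for 15 min at room temperature, after which fluorescent replication substrate (50 nM final) was added to start the reaction. Fluorescence was read kinetically at 0 and 10 min.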
Pol iota inh = qHTS for Inhibitors of Polymerase Iota | DNA polymerase iota (Homo sapiens), Q9UNA4 | Pol iota fluorescent replication assay, 10 min | Potency, µM (series often up to 115 µM), for the others: top-dose activity, negative = inhibition, actives largely listed as inhibitors | actives 1% (n = 390,000) | AID 588590, 2011; further: potency means the concentration at half of the fitted maximal effect
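Pol iota at 10 nM preincubated 15 min with compounds at room temperature; reaction started with fluorescent substrate, 50 nM final. Fluorescence read kinetically at 0 and 10 min; buffer-only wells as negative control.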
Glioma ERSR ind = qHTS for Inducers of the Endoplasmic Reticulum Stress Response (ERSR) in Human Glioma: qHTS. actives 0.02% (n = 420,000). Potency, µM, for inactives: top-dose activation, hits mostly activators. AID 602332, 2012. U87-MG GRP78 promoter luciferase reporter, 16 h; further: potency means the concentration at half of the fitted maximal effect; series mostly up to about 76 µM; % of control where 0% means no effect; nearly all actives have a fitted effect of over 35% in size
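Stably transfected U87-MG glioma cells carrying a GRP78-based luciferase sensor; 16 h compound incubation. Luminescence end-point read 10 min after Bright-Glo addition at room temperature.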
Apoferritin bind = qHTS Assay for Identification of Novel General Anesthetics. Ferritin light chain (Equus caballus), P02791. apoferritin/1-aminoanthracene competitive binding, fluorescence. Potency, µM (highest dose often 77.5 µM), for inactives: at the highest dose activity change, negative = displacement, actives largely listed as inhibitors. actives 0.074% (n = 350,000); further: potency means the concentration at half of the fitted maximal effect; on the % scale 0 is the no-effect control and ±100 the full control effect; nearly all actives have a fitted effect of over 20% in size
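10 uM apoferritin + 50% sat. 1-AMA, PBS; cpd 10 min RT; Ex380/Em535 endpoint; normalized to free probe vs complex; 4-param Hill fit; propofol titration as pos. ctrl.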
Pol kappa inh = qHTS for Inhibitors of Polymerase Kappa. DNA polymerase kappa (Homo sapiens), Q9UBT6. purified Pol kappa, fluorescent DNA synthesis assay, 10 min. Potency, µM (top dose mostly 107 µM), inactives show at the top dose activity, negative = inhibition, usual class: inhibitors. actives 0.53% (n = 400,000). AID 588579, 2011; further: potency means the concentration at half of the fitted maximal effect; on the % scale 0 is the no-effect control and ±100 the full control effect
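Kinetic fluorescence screen: compound preincubated 15 min RT with 10 nM enzyme; 50 nM substrate (final) initiates; reads at 0/10 min.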
LDHA inh = qHTS assay for inhibitors of human lactate dehydrogenase | L-lactate dehydrogenase A chain (Homo sapiens), P00338 | actives 0.15% (n = 480,000) | purified LDHA, NADH/diaphorase-resazurin fluorescence; active compounds read low | activity change, % (values are at about 110 or 230 µM); in the data active means activity change below about -30%; inconclusive means mostly about -25% to -30%;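 further: plate controls were DMSO wells for no effect and wells without enzyme for full effect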
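LDH5 2 nM; NADH 0.06 mM, pyruvate 0.2 mM; 200 mM Tris pH 7.4, EDTA, Tween-20; 5 min RT. Detection: diaphorase 0.133 mg/mL + resazurin 37 µM, fluorescence ex540/em590 at 0 and 20 min; normalized to enzyme-free and DMSO wells.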
POLB inh = qHTS Assay for Inhibitors of DNA Polymerase Beta. P06746. AID 485314, 2010. Pol beta primer extension/strand displacement, fluorescence kinetic. actives 1.3% (n = 340,000). Potency, µM (series often up to 114 µM), for inactives: top-dose activity change, negative = inhibition, hits mostly inhibitors; further: potency means the concentration at half of the fitted maximal effect; on the % scale 0 is the no-effect control and ±100 the full control effect
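Kinetic readout of DNA synthesis with strand displacement by Pol beta. Compound and 10 nM enzyme sit 15 min at room temperature; 50 nM substrate starts the reaction, read immediately and at 10 min.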
Starred values were filed as active, the others as inactive; ? = inconclusive; . = no result given; & = joins results of further samples; [ ] = dose if it differs, or a comment. Unless noted, the call rests on the fitted dose curve; in most records, active means well fitted curve in the direction sought with a large enough effect; inconclusive means small, poorly fitted or top-dose-only effect, or another doubt; inactive means no such curve, though single readings can be large; an effect the other way counts as inactive or inconclusive. Not all compounds are listed; count on the stated rates, not on these rows.

SMILES	APEX1 inh	BLM helicase inh	POLH inh	Pol iota inh	Glioma ERSR ind	Apoferritin bind	Pol kappa inh	LDHA inh	POLB inh
Cc1ccccc1-n1nc2c(c1NC(=O)c1ccc(S(=O)(=O)N(C)C)cc1)CSC2	9%	-5%	-5%	-7%	-2%	-21%	-6%[60.1 µM]	-18	23%
CC(=O)Nc1cccc(/C(C)=N/NC(=O)c2ccc(CN3CCOCC3)cc2)c1	3%	-3%	-19%	72%[activator]	1%	-8%	0%	-1	7%
O=S(=O)(NC1CCCC1)c1ccc(S(=O)(=O)N2CCN(c3ccccc3)CC2)cc1	-2%	-1%	-14%	12%	-3%	-17%	2%	0	-1%
COC(=O)C1=C(C)N(Cc2ccccc2)C(=O)N[C@H]1CCc1ccccc1	-1%[12.4 µM]	-4%[12.4 µM]	6%	10%	-1%	.	-2%	0	.
O=C(NCC(=O)N(CCc1ccccc1)C(C(=O)NC1CCCCC1)c1ccncc1)c1ccco1 (stereo not given)	12%	-5%	-8%	15%	-5%	-15%	8%	-1	13%
COc1cc(OC)cc(OC)c1	2%	4%	.	.	-2%	-7%	1%[60.1 µM]	.	.
Cc1ccc(S(=O)(=O)NNC(=O)C2CC=CCC2C(=O)O)cc1 (stereo not given)	-8%	0%	-5%	77%[activator]	3%	2%	10%	2	-10%
O=C1N(Cc2cccnc2)C[C@@H]2C[C@@H](c3ccc4nsnc4c3)N3CCC[C@@]123	-3%	-9%	-9%	67%[activator]	-2%	-8%	-10%	0	24%
Cc1ccc(NS(=O)(=O)c2ccc(CCC(=O)NCCCOC(C)C)cc2)cc1	1%	2%	-12%	4%	-5%	-16%	-5%	-7	-1%
C=CCn1c(C(C)NC(=O)c2ccccc2C)n[nH]c1=S (stereo not given)	5%	3%	-13%	7%	-4%	5%	-3%	-6	-2%
O=C(NCCSc1c(-c2ccc(F)cc2)[nH]c2ccccc12)c1ccc(S(=O)(=O)N2CCOCC2)cc1	.	-6%	-15%	29%	-1%	-17%	5%	-4	16%
COC(=O)c1c(Cl)c(Cl)c(C(=O)OC)c(Cl)c1Cl	-4%	3%	.	.	2%&-2%	-4%	-5%[60.1 µM]	.	.
C=CCN(Cc1nc(-c2ccc(OC)cc2)no1)C(=O)c1ccc2c(c1)OCO2	22%	-5%	?	61%[activator]	-1%	-6%	0%	-1	-2%
Fc1ccc(NC(=S)N2CCCC2)cc1	.	.	-6%	-3%	-4%	.	-2%	-13	.
NC(=O)c1cc([N+](=O)[O-])ccc1NCc1ccc(O)cc1	-4%	.	-14%	27%	2%	.	14%	-2	.
CCN1C(=O)[C@H]2[C@@H](c3ccc(-c4ccc(F)cc4)c(OC)c3)N3CCCC[C@@]3(C(=O)OC)[C@H]2C1=O	19%	.	-17%	?	0%	.	6%	8	.
Cc1ccc(-n2c(=O)c3sccc3n(Cc3cc(=O)n4cc(Cl)ccc4n3)c2=O)cc1F	11%	-10%	-13%	5%	1%	?	-18%	-24	4%
Cc1ccc(C)c(C(=O)N(C)CC(=O)Nc2ccccc2C(F)(F)F)c1	?	0%	-1%	12%	-4%	-7%	-1%	-1	5%
COC(=O)c1sc2nc[nH]c(=O)c2c1C	-1%	-2%	3%	33%[activator]	1%	-5%	-6%	-5	19%
CCC(Oc1ccc(C)c(C)c1)C(=O)N1CCCN(C)CC1 (stereo not given)	-9%	2%	-9%	18%	-2%	-5%	-4%	-1	2%
O=C(O)/C(=C\c1ccccc1Cl)c1ccc(S(=O)(=O)N2CCCCC2)s1	24%	-16%	50µM*	?	-6%	-8%	-23%	-2	?
CCCCN(C(=O)/C=C/c1ccco1)c1c(N)n(Cc2ccccc2)c(=O)[nH]c1=O	-2%	-4%	-7%	20%	3%	-4%	-12%	-6	33%
CCC(COC(C)=O)Nc1nc2c([nH]1)c(=O)n(C)c(=O)n2C (stereo not given)	9%	-1%	-17%	-10%	0%	17%	-11%	-7	28%
COc1ccc(C2=NCC(CSc3nnc(-c4ccc5c(c4)OCO5)o3)S2)cc1 (stereo not given)	1%	-7%	-17%	13%	4%	-14%	-6%	5	5%
O=C(NNC(=S)NCCCN1CCOCC1)c1ccncc1	10%	2%	-4%	61%[activator]	-5%	-4%	-9%	-4	0%
O=C(c1ccc(S(=O)(=O)N2CCOCC2)cc1)N1CCN(c2cccc(Cl)c2)CC1	-5%	-5%	-18%	-4%[58.9 µM]	-2%	-5%	-3%	1	6%
Cc1noc(C)c1C(=O)OCC(=O)Nc1ccccc1C(=O)NC(C)c1ccccc1 (stereo not given)	-9%	-4%	-10%	-12%	-3%	3%	-12%	-2	-26%
O=C(N/N=C/c1ccc(OC(=O)c2ccco2)cc1)c1ccccn1	6%	-5%	-14%	34%[activator]	-7%	-5%	-12%	-9	-1%
COc1ccccc1C1C(C(=O)c2ccco2)=C(O)C(=O)N1c1cc(C)on1 (stereo not given)	1%	-2%	-20%	9%	1%	-16%	-17%	8	-14%
CCOc1ccc(NC(=O)CSCc2cnn(-c3ccccc3)c2-n2cccc2)cc1	-9%	-13%	-7%	5%	-5%	-16%	-8%	2	-4%
O=C(CCc1nnc(CCCCc2ccccc2)o1)NC1CCCC1	2%	-1%	-1%	25%	-6%	?	-6%	-8	-1%
CCN(CC)c1ccc(/C=C(\C#N)C(N)=S)cc1	0%	-9%	39%[activator]	28%	6%	?	-10%	-6	6%
Cc1oc(-c2ccccc2)nc1CNC(=O)Nc1ccccc1	.	-1%	3%	-5%	-4%	-17%	-8%[60.1 µM]	1&-1	0%
COC(=O)c1ccc(CN2CCCC(CO)(Cc3ccc(F)cc3F)C2)cc1 (stereo not given)	8%	-2%	-19%	-14%	2%	-9%	-11%	1	-11%
CCOCCCn1c(SCC(=O)Nc2ccc(CC)cc2)nc2ccccc2c1=O	.	-4%	-19%	2%	-3%	-9%	-5%[60.1 µM]	7	17%
O=C(CNC(=O)c1cc(-c2ccccc2)nn1-c1ccccc1)Nc1ccccc1Br	.	.	-10%	3%	-1%	.	11%	1	.
COc1cc(/C=C2\SC(c3ccc(C)cc3)=NC2=O)ccc1O	-7%	-11%	-16%	?	0%	-19%	-12%	7	-5%
O=C(/C=C1\SC(=O)N(CC(=O)Nc2ccc(Cl)cc2)C1=O)Nc1ccc(F)cc1	0%	-1%	-23%	10%	-2%	0%	-12%	-3	55%
CCCc1nc(NCc2ccc3c(c2)OCO3)c2nnn(Cc3ccccc3Cl)c2n1	-3%	-12%	10%	-2%	-4%	-3%	2%	-1	0%
N#Cc1nc(COc2ccccc2F)oc1N1CCCCCC1	0%	-7%	-3%	5%	6%	-5%	-22%	0&-3	6%
O=C(NCc1ccccc1Br)c1cccc2c1C(=O)c1ccc(N3CCC(Cc4ccccc4)CC3)cc1S2(=O)=O	37%	.	-27%	21%	-5%	.	9%	-2	.
CN(C)C(=O)c1cc2cc([N+](=O)[O-])ccc2s1	3%	-3%	?	18%	-7%	-13%	-5%	0	12%
CON/C=C(\C=Nc1ccc(Cl)cc1Cl)c1ncc(C(F)(F)F)cc1Cl	10%	0%	-13%	17%	-1%	-2%	-1%	-11	-2%
O=C(COC(=O)CSc1ccc(F)cc1)NCC1CCCCC1	15%	-4%	-17%	1%	-3%	?	-4%	2	23%
O=C1N=C2SCCN2/C1=C\c1c(Cl)cccc1Cl	-5%	-9%	5%	?	8%	-22%	0%	-1	29%
O=C(CSc1nnc(Cn2c(=O)sc3ccccc32)n1-c1ccccc1)N1CCOCC1	1%	-2%	-20%	17%	1%	-5%	-12%	1	16%
Cc1ccc(Nc2[nH]c(=O)c3ccccc3c2C(=O)c2ccccc2)cc1	.	.	2%	2%	1%	.	-19%	3	.
CCOC(=O)CSc1nnnn1-c1cc(OC)c(Cl)cc1OC	-12%	-2%	1%	8%	-7%	-1%	-8%	-7	3%
COc1cc(C2C(C(=O)c3ccc(C)o3)=C(O)C(=O)N2Cc2cccnc2)ccc1O (stereo not given)	-1%&-1%	-2%&-2%	-9%	5%	-4%	-23%&1%	4%	2	23%&-15%
Cc1cc2c(cc3c(SCc4ccc(Cl)cc4)nncn32)o1	.	-1%	3%	5%	-3%	-22%	-13%	-1	-1%

(listing goes on)
SMILES	APEX1 inh	BLM helicase inh	POLH inh	Pol iota inh	Glioma ERSR ind	Apoferritin bind	Pol kappa inh	LDHA inh	POLB inh
CC(=O)NCc1ccc(S(=O)(=O)N/N=C/c2ccc(Br)cc2)cc1	5%	7%	-8%	80%[activator]	0%	0%	-6%	-7	1%
O=C(Nc1cccc(C(F)(F)F)c1)c1cc2c(=O)c3ccccc3oc2nc1C(F)(F)F	0%	-2%	-7%	?	-3%	?	-22%	-1	?
COC(=O)C(C(=O)OC)c1ncccc1[N+](=O)[O-]	-4%	0%	-15%	22%	-1%	-3%	-12%	-11	-10%
Cc1ccc(OCC(=O)Nc2cccc(C(=O)OCc3cc(=O)n4nc(C)sc4n3)c2)cc1	.	-3%	-7%	?	-10%	-17%	0%[60.1 µM]	-8	-25%
O=C1CCCN1Cc1ccccc1	-3%	-1%	-5%	-5%	-3%	-12%	1%	-5	0%
CCO[C@@H]1OC(C(=O)NCc2nc3ccccc3[nH]2)=C[C@H](c2ccccc2)[C@H]1CCCO	1%	-3%	-7%	-5%	-4%	-16%	-10%	-12	1%

Printed as active in POLH inh (from the list above):
SMILES	APEX1 inh	BLM helicase inh	POLH inh	Pol iota inh	Glioma ERSR ind	Pol kappa inh	POLB inh
O=C(O)/C(=C\c1ccccc1Cl)c1ccc(S(=O)(=O)N2CCCCC2)s1	24%	-16%	50µM*	?	-6%	-23%	?
